From PubChem BioAssay
LmPK inhibitor: LmPK (Leishmania mexicana) enzyme inhibition; purified LmPK, Kinase-Glo ATP luminescence, 1 h; AID 1721; Potency, µM (titrated, usually from 57.5 µM), inactives show top-dose activity change, negative = inhibition, actives largely listed as inhibitors; Q27686; actives 0.37% (n = 290,000); further: potency means the concentration at half of the fitted maximal effect; on the % scale 0 is the no-effect control and ±100 the full control effect
Target sequence (Q27686 whole entry, looked up): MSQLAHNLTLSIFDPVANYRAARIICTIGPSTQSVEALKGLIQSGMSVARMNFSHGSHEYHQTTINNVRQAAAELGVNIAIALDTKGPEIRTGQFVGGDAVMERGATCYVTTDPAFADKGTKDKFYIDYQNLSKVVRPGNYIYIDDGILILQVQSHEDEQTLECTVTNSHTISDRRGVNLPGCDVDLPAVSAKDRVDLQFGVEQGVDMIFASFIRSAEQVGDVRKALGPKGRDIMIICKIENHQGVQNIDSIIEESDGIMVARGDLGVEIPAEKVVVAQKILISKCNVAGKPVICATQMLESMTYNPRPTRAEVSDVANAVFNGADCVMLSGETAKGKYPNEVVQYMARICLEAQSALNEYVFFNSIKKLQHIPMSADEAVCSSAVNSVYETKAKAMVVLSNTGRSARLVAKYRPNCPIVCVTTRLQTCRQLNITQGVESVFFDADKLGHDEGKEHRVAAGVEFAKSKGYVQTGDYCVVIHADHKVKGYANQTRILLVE
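0.1 nM LmPK, 0.5 mM PEP, 0.1 mM ADP; 50 mM imidazole pH 7.2, 7 mM MgCl2, 50 mM KCl; 1 h RT. Kinase-Glo luminescence readout, normalized to no-enzyme (full inhibition) and uninhibited wells.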
AMA1-RON2 inh: AMA1-RON2 (P. falciparum) interaction inhibition; AlphaScreen AMA1-biotinylated RON2 peptide binding; Potency, µM (top dose mostly 58.2 µM), inactives show at the top dose activity change, negative = inhibition, actives largely listed as inhibitors; actives 0.2% (n = 360,000); AID 720542;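 further: potency means the concentration at half of the fitted maximal effect; 0% = vehicle wells and -100% = peptide control; nearly all actives have a fitted effect of over 45% in size; some results filed as inactive show a strong effect at the top dose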
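AMA1 (3D7) with his tag at 25 nM final met compounds first, then biotinylated RON2 peptide at 25 nM; detection used donor plus acceptor beads, 10 µg/mL apiece, read by AlphaScreen after 30 min at room temperature.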
Shiga toxin inh: Shiga toxin inhibition; Vero cells, Shiga toxin protein synthesis inhibition reporter; inhibition, % at 38.7 µM; actives 9.2% (n = 290,000); AID 2315; in the data active means inhibition mostly above about 28%, no sharp cut-off; inactive means mostly below about 43%; further: 0% is about no effect
Tb PYK inh: T. brucei pyruvate kinase inhibition; Q57TT1; TbPYK enzyme, Kinase-Glo Plus ATP luminescence, 45 min; Potency, µM (highest dose often 76.8 µM), for inactives: top-dose activity, negative = inhibition, most hits filed as inhibitors; actives 0.12% (n = 410,000); further: potency means the concentration at half of the fitted maximal effect; on the % scale 0 is the no-effect control and ±100 the full control effect; nearly all actives have a fitted effect of over 50% in size
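Screened from lowest to highest concentration, compounds were pinned into TbPYK/substrate mixtures, and ADP (130 uM final) was added. Plates sat at room temperature for 45 min prior to Kinase-Glo Plus detection by luminescence.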
Pf growth 48h: P. falciparum growth inhibition at 48 hours (one generation); P. falciparum luciferase growth in erythrocytes, 48 h; actives 5.9% (n = 310,000); Potency, µM (top dose mostly 28.7 µM), inactives show top-dose activity change, negative = inhibition, usual class: inhibitors; AID 504832; further: potency means the concentration at half of the fitted maximal effect; on the % scale 0 is the no-effect control and ±100 the full control effect
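Read-out is firefly luciferase luminescence from an integrated reporter in P. falciparum, so falling signal marks reduced parasite growth. Infected erythrocytes were at 2% hematocrit and 0.1% parasitemia (final) in Albumax-supplemented RPMI 1640.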
CHX counter: affects cycloheximide protein synthesis inhibition readout, counter-screen. cell reporter, cycloheximide protein synthesis inhibition counterscreen. max response, %. actives 12% (n = 300,000); in the data active means max response mostly above about 13%, no sharp cut-off; inactive means mostly below about 14%; further: read at 38.3 µM for the half of the compounds with a filed dose; 0% is about no effect
Pf growth 96h: inhibits malaria parasite growth, 96 h | P. falciparum luciferase reporter growth, 96 h | Potency, µM (titrated, usually from 28.7 µM), for the others: at the highest dose activity change, negative = inhibition, most hits filed as inhibitors | actives 6.9% (n = 320,000); further: potency means the concentration at half of the fitted maximal effect; on the % scale 0 is the no-effect control and ±100 the full control effect
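Cell-based qHTS: luciferase-tagged P. falciparum in erythrocytes (2% hematocrit, 0.05% parasitemia final) incubated with compounds for 96 hours, 37 C, 5% CO2; luciferase detection reagent then added and luminescence measured.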
An asterisk follows results filed as active; ? = inconclusive; . = no result given; & = joins results of further samples; [ ] = dose if it differs, or a comment. Unless noted, the call rests on the fitted dose curve; in most records, active means well fitted curve in the direction sought with a large enough effect; inconclusive means small, poorly fitted or top-dose-only effect, or another doubt; inactive means no such curve, though single readings can be large; an effect the other way counts as inactive or inconclusive. Random draw from the library (roughly 21% active in at least one column).

SMILES	LmPK inhibitor	AMA1-RON2 inh	Shiga toxin inh	Tb PYK inh	Pf growth 48h	CHX counter	Pf growth 96h
N#CCCN(Cc1cccnc1)C(=S)NC(=O)c1ccco1	-2%	39%[activator]	11	-1%	65%[activator]	-7	-13%
COCC(C)n1c(SCC(=O)NC(=O)Nc2ccc3c(c2)OCCO3)nc2ccccc2c1=O (centres undefined)	1%	-17%	65*	-10%	12µM*	33*	?
CCOc1ccccc1CN1CCCC(C(=O)c2cc(F)ccc2F)C1 (centres undefined)	1%	1%	-16	-21%	?	-1	0%
CCOC(=O)c1c(NC(=O)CNCCOC)sc2c1CCCC2	7%	87%[activator]	15	4%	-6%	-2	-19%
Cc1cc(C)cc(NC(=O)c2cc(Cl)sc2Cl)c1	0%	4%[2.32 µM]	23	-2%	24%	30*	46%[activator]
N=c1ccn(Cc2c(Cl)cccc2Cl)cc1	8%	-4%	-8	0%	?	1	?
O=C(/C=C/c1ccc2c(c1)OCO2)Nc1nc(-c2ccccc2)cs1	1%	-11%	39	2%	?	2	?
CC1=NNC(=O)C1Oc1ccccc1 (centres undefined)	-1%	13%	2	-8%	11%	1	40%[activator]
CCOc1cccc(-c2c(C(=O)N/N=C(\C)c3ccccn3)nnn2-c2nonc2N)c1	-11%	-26%	-5	1%	?	-9	3.7µM*
CCn1c(Cc2c(C)[nH]c3ccccc23)n[nH]c1=S	-15%	39%[activator]	-3	?	3%	-1	-19%
O=S(=O)(c1ccc(F)cc1)c1nc(-c2ccccc2F)oc1N1CCCCC1	-4%	-26%	22	-17%	?	11	.
CCC(C)c1ccc(OCC(=O)NNC(=O)C2CCCCC2)cc1 (centres undefined)	-7%	118%[activator]	-1	-1%	37%[activator]	-1	-25%
COc1ccccc1N1C(=O)N(CC(=O)C(C)(C)C)c2ccccc2S1(=O)=O	2%	-9%	-2	-6%&0%	-11%	2	-1%
O=C(Nc1ccc([N+](=O)[O-])c(NC(=O)C2CCCO2)c1)C1CCCO1 (centres undefined)	0%	-2%[2.32 µM]	9	-3%	-10%	-5	?
CCOC(=O)C1(CC)CC(CSc2nc3ccccc3[nH]2)OC1=O (centres undefined)	2%	1%	-25	1%	-3%	3	?
O=C(Nc1ccc(F)cc1)N1CCCN(c2ccc(C(F)(F)F)cn2)CC1	0%	12%	-12	1%	?	-1	?
Cc1cc(Nc2cc(F)ccc2C)n2ncnc2n1	4%	-2%	10	1%	44%[activator]	-3	?
O=c1c2ccccc2nc(-c2ccc(Cl)c(Cl)c2)n1O	-2%	30%[activator]	-1	-13%	.	-1	14%
CN(CCCNC(=O)c1cc2c(=O)[nH]c3ccccc3c2n1C)Cc1ccccc1	3%	-4%	31	0%	-75%	21	?
CC1=C(/C=C/C(C)=C/C=C/C(C)=C/C(=O)Oc2c(C)c(C)c3c(c2C)CC[C@@](C)(CCC[C@H](C)CCC[C@H](C)CCCC(C)C)O3)C(C)(C)CCC1	.	.	.	3%	-1%	.	10%
O=C(c1cc(-c2ccncc2)nc2ccccc12)N1CCC2(CC1)OCCO2	5%	-5%	12	2%	-6%	2	4.1µM*
COc1ccc(NC(=O)CNc2cc(C)ccc2C)cc1S(=O)(=O)N1CCOCC1	.	-3%	.	3%	?	.	15µM*
COc1ccccc1NC(=O)c1nn(-c2ccc(Cl)cc2)ccc1=O	1%	9%	7	-10%	19%	9	43%[activator]
COc1ccc(OC)c(CN(CCCN2CCOCC2)S(=O)(=O)c2ccc(NC(C)=O)cc2)c1	1%	-4%	3	-2%	-23%	-2	-14%
Cc1cccc2c1cnn2C(=O)CCC(=O)N1CC(C)CC(C)C1 (centres undefined)	-7%	0%	-2	0%	38%[activator]	-3	?
COc1ccc(OCC(=O)Nc2cccc(NC(=O)c3ccco3)c2)cc1	-3%	-9%	30	-7%	-8%	15	24%
O=C1CCc2cc(S(=O)(=O)N3CCCCC3)cc3c2N1CCC3	.	-12%	.	-3%	6%	.	-8%
COc1cc(/C=C2/C(=O)c3cccc([N+](=O)[O-])c3C2=O)c(Br)cc1O	14µM*	?	61*	?	3%	4	-61%
CC1(C)OC(=O)C(=CNc2cccc(O)c2)C(=O)O1	-4%	-1%	2	-3%	?	12	61%[activator]
O=C(Nc1ccncc1)c1cccc(S(=O)(=O)N2CCCC2)c1	5%	18%	-6	-6%	10%	-1	2%
CCN(CC)CC(O)CN(c1ccccc1)S(=O)(=O)c1ccc2ccccc2c1 (centres undefined)	0%	-16%	-5	0%	.	-4	?
CCN(CC)C(=O)c1sc(NC(=O)c2cc(-c3ccc(C)s3)nc3ccccc23)c(C(=O)OC)c1C	0%	0%	23	-21%	?	-3	18%
O=C(Nc1ccccc1)C1=C[C@@H](C2CC2)C[C@@H](OCCCCO)O1	5%	-2%	58*	3%	61%[activator]	55*	82%[activator]
Cc1cc(Nc2ccccc2)c2c([N+](=O)[O-])cc(C)c(C)c2n1	2%	?	-3	-1%	?	2	?
CCOC(=O)C1(CCOc2ccccc2)CCN(Cc2ccc3nonc3c2)CC1	10%	2%	16	0%	?	-1	10%
Cc1nn(-c2ccccc2)c(N2CCCC2)c1/C=N/NC(=O)c1cccc(S(=O)(=O)Nc2ccc(Cl)cc2)c1	-2%	27%	-13	-1%	-20%	1	?
CCOn1c(=O)c(-c2cccs2)[n+]([O-])c2ccccc21	4%	12%	-4	-10%	.	15	-36%
CCCCc1ccc(N/C(N)=N/c2nc(C)cc(C)n2)cc1	-2%	6%	-3	0%	?	-2	4.1µM*
CC(C)(C)c1ccc(OCCC(=O)NNC(=O)c2ccccc2)cc1	.	69%[activator]	.	-10%	?	.	5%
Cc1ccc(C(c2nnnn2C2CCCCC2)N2CCc3ccccc32)cc1 (centres undefined)	2%	-1%[11.6 µM]	-9	0%	12µM*	-4	?

Arranged by formula weight (smallest number first): some entries from above
SMILES	LmPK inhibitor	AMA1-RON2 inh	Shiga toxin inh	Tb PYK inh	Pf growth 48h	CHX counter	Pf growth 96h
COc1ccc(OCC(=O)Nc2cccc(NC(=O)c3ccco3)c2)cc1	-3%	-9%	30	-7%	-8%	15	24%
CCN(CC)CC(O)CN(c1ccccc1)S(=O)(=O)c1ccc2ccccc2c1 (centres undefined)	0%	-16%	-5	0%	.	-4	?
COc1ccc(NC(=O)CNc2cc(C)ccc2C)cc1S(=O)(=O)N1CCOCC1	.	-3%	.	3%	?	.	15µM*

(more compounds)
SMILES	LmPK inhibitor	AMA1-RON2 inh	Shiga toxin inh	Tb PYK inh	Pf growth 48h	CHX counter	Pf growth 96h
NNc1nc2cc3c(cc2s1)OCCO3	0%	71%[activator]	64*	-15%	13%	32*	-5%
O=C(CCS(=O)(=O)c1ccc(Br)cc1)N1CCN(Cc2ccccc2)CC1	-12%	-4%	-20	-21%	4%	-4	68%[activator]
COc1ccc(OC)c(-c2csc(NC(=O)C3=NN(c4ccccc4)C(=O)CC3)n2)c1	2%	8%	27	1%	0%	0	0%
CCCOc1ccc(C(CC(=O)O)NC(=O)CC(c2ccccc2)c2ccccc2)cc1 (centres undefined)	11%	1%	-7	-1%	13%	17	192%[activator]
O=C(N/C=N/OCc1cccc(C(F)(F)F)c1)N1OC[C@@H]2COc3ccc4ccccc4c3[C@@H]21	4%	?	-20	1%	?	-2	.
COc1cc(/C=C/c2ccc3cccc([N+](=O)[O-])c3n2)ccc1OCC#N	-1%	?	-6	1%	-23%	16	-19%
CN(CC(=O)N1CCCC1)S(=O)(=O)c1cc(Cl)ccc1Cl	2%	-6%	-3	-5%	-5%	-4	.
CN(C)S(=O)(=O)c1cc(C(=O)NCC2CCCO2)c(Cl)cc1Cl (centres undefined)	-7%	-12%	-1	5%	?	-4	34%[activator]
Cc1cccc(N(CC(=O)NC2CCCC2)C(=O)CCC(=O)Nc2nc(C)cs2)c1	-2%	0%	-11	-2%	-12%	-3	16%
O=c1cc2ncc(-n3cc([N+](=O)[O-])cn3)cn2[nH]1	-1%	6%	-12	6%	17%	6	24%
CN(C)C(=O)CN1CCN(Cc2nc(CC3CC3)no2)CC1	-5%	6%	6	2%	7%	-2	19%
O=C(O)CC12CC3CC(C1)CC(n1ncc(NCc4ccco4)c(Cl)c1=O)(C3)C2	2%	5%	-9	-20%	?	-3	2%
S=C(NCCc1ccccc1)Nc1ccc(N2CCCCC2)cc1	-4%	-4%	32	1%	?	20*	?
CCOc1ccc(C2=CC(=O)C[C@H](c3ccc(OC)cc3)C2)cc1	.	-8%	.	3%	-2%	.	24%
CC(=O)c1cc2c(cc1NC(=O)CSc1ccc(S(=O)(=O)N(C)C)cn1)OCO2	.	-19%	.	-18%	?	.	?
CCOC(=O)N1CCN(C(=O)c2c(-c3ccccc3Cl)noc2C)CC1	0%	-4%	-7	6%	-2%	-2	?
O=C(Cc1cc(=O)[nH][nH]1)N/N=C/C=C/c1ccccc1	-2%&1%	-5%	-4&19	-2%	8%&15%	1&10	-8%&0%
COc1ccc(-c2noc(N3CCC(C(=O)N(C)c4ccccc4C)CC3)n2)cc1	-15%	-10%	4	-3%	?	1	?
O=C(CNc1ccc2c(c1)OCO2)N/N=C\c1cn(Cc2ccc(F)cc2)c2ccccc12	-2%	.	14	.	?	8	?
CCOc1ccc(CC(=O)Nc2sc(Cc3ccccc3)c(C)c2C(N)=O)cc1OCC	6%	-23%	-12	-4%	?	8	9.3µM*

Some of the entries so far, as comma-separated lines.
structure,LmPK inhibitor,AMA1-RON2 inh,Shiga toxin inh,Tb PYK inh,Pf growth 48h,CHX counter,Pf growth 96h
O=c1cc2ncc(-n3cc([N+](=O)[O-])cn3)cn2[nH]1,-1%,6%,-12,6%,17%,6,24%
CN(C)C(=O)CN1CCN(Cc2nc(CC3CC3)no2)CC1,-5%,6%,6,2%,7%,-2,19%
O=C(O)CC12CC3CC(C1)CC(n1ncc(NCc4ccco4)c(Cl)c1=O)(C3)C2,2%,5%,-9,-20%,?,-3,2%

(next part)
SMILES	LmPK inhibitor	AMA1-RON2 inh	Shiga toxin inh	Tb PYK inh	Pf growth 48h	CHX counter	Pf growth 96h
CCc1ccc(C2CC(c3ccccc3)n3ncnc3N2)cc1 (centres undefined)	14%	-21%	-15	-4%	.	-5	0%
O=C(NCCC1CCCCN1S(=O)(=O)c1ccc(Cl)cc1)C(=O)NCc1ccncc1 (centres undefined)	.	-4%	.	8%	-22%	.	?
CCOc1cc(C(=O)Nc2ccc(N3CCOCC3)cc2)cc(Br)c1OC	10%	23%	20	-3%	-1%	6	?
CCOc1ccc2oc(C(=O)OCC(=O)NC(=O)NC)c(C)c2c1	6%	15%	-4	-1%	7%	-1	32%[activator]
COc1ccccc1OCC(=O)Nc1ccc(CSc2ccccc2)cc1C	0%	4%	-13	-7%	.	-2	?
O=C(COC(=O)c1ccccc1[N+](=O)[O-])c1ccc(C2CCCCC2)cc1	-19%	-13%	71*	-10%	18%	60*	-2%
COc1ccc(CCN(C)C(=O)CSc2nnc(-c3ccco3)o2)cc1OC	-6%	-10%	-38	-6%	-14%	14	-22%
CCC(C)CN1CCC(CO)(Cc2ccccc2Cl)CC1 (centres undefined)	1%	27%	-8	-6%	?	1	-27%
CN(C)C(=O)c1ccc(-n2cccn2)nc1	-5%	7%	30	3%	10µM*	9	2%
